SUMO HTRF inh = inhibitors of human SUMOylation (UBC9); P63279; HTRF SUMOylation assay, SAE1/SAE2 + UBC9, in vitro; inhibition, % at 35 µM; hit rate 0.36% among 290,000; AID 2006; in the data active means inhibition above about 50%, passing the limit was not always enough; inconclusive means no clear call, values can overlap the other calls; further: strong numbers were not always called active
Target sequence (P63279 whole entry, looked up): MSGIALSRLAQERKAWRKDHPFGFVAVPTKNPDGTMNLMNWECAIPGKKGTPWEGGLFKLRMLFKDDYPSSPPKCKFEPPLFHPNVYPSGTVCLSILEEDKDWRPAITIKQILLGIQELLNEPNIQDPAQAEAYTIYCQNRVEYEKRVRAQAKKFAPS
NALP1 yeast inh = inhibitors of NALP1 inflammasome in yeast; S. cerevisiae NALP1/ASC/caspase-1 growth, X-gal OD620, 72 h; inhibition, % at 10 µM; hit rate 0.61% among 280,000; in the data active means inhibition mostly above about 24%, no sharp cut-off; inactive means mostly below about 32%; further: some compounds called inactive have numbers as strong as hits
HCV NS3 hel inh = blocks Hepatitis C virus NS3 helicase unwinding; NS3 helicase DNA unwinding, Cy5 molecular beacon fluorescence; AID 1800; hit rate 0.56% among 290,000; inhibition, % at 10.9 µM;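 active means inhibition above the mean of all tested compounds plus 3 SD, set per campaign, cut at about 35% in these data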;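 further: 0% = DMSO wells and 100% = thioflavine S control wells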
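System: Hepatitis C virus NS3 helicase domain fragment enzyme | Reagent: Annealed dual-labelled DNA beacon duplex, ATP-started | Compound dosing: 10.9 µM single point, 0.8% DMSO | Incubation: 1 h reaction at 25 °C, ATP-initiated | Technique: Cy5 fluorescence | Evaluation: Percent inhibition from t60/t0 fluorescence ratio | Benchmarks: Low DMSO, high thioflavine S at 110 µM | Replication: Singlicate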
MEKK2mut PB1 HTS = signal of MEK5 binding to mutant human MEKK2 PB1 domain. bead flow cytometry, Alexa488-MEK5 binding to MEKK2 mutant. percent response, % at 10 µM. hit rate 0.35% among 290,000. AID 1530; in the data active means percent response above about 24%, passing the limit was not always enough; further: inactives centre near 1; some results filed as inactive read as strong as hits
VIM-2 inh = blocks Pseudomonas aeruginosa VIM-2 metallo-beta-lactamase. purified VIM-2, nitrocefin hydrolysis, epi-absorbance fluorescence. inhibition, % at 5.6 µM. hit rate 0.89% among 290,000. AID 1527;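 active means inhibition above the mean of all tested compounds plus 3 SD, cutoff set per screening run, cut at about 7.5% in these data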;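 further: red hydrolysis product quenches plate fluorescence so inhibitors raise well fluorescence; 0% = enzyme with DMSO and 100% = DMSO without enzyme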
DNA FID counter = counter-screen for HCV NS3 helicase inhibitors: DNA intercalator displacement. DNA fluorescent intercalator displacement, fluorescence. inhibition, % at 7.9 µM. hit rate 0.17% among 290,000. AID 1845; in the data active means inhibition above about 37%;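 further: 0% = vehicle and 100% = reference compound; higher means more ethidium bromide displaced from hairpin DNA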
MEKK2wt PB1 HTS = raises or lowers MEK5 binding to wildtype human MEKK2 PB1 domain | Q9Y2U5 | hit rate 1.1% among 290,000 | AID 1531 | binding response (% of control), % at 10 µM | bead flow cytometry, Alexa488-MEK5 binding to MEKK2 WT; actives lie on both sides; in the data active means binding response below about 67% or above about 130%; inconclusive means no clear call, values can overlap the other calls; inactive means in between
IMP-1 inh = blocks Pseudomonas aeruginosa IMP-1 metallo-beta-lactamase; purified IMP-1, nitrocefin hydrolysis, epi-absorbance fluorescence; inhibition, % at 5.6 µM; hit rate 0.45% among 290,000; AID 1556;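 active means inhibition above the mean plus 3 SD of all compounds in the same screening run, cut at about 4.5% in these data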;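 further: 0% = IMP-1 with DMSO and 100% = DMSO wells lacking enzyme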
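assay system = purified recombinant IMP-1 metallo-beta-lactamase enzyme | schedule = 15 min preincubation plus 25 min reaction at 25 °C | signal = Epi-absorbance fluorescence, 480 nm excitation, 530 nm emission | read-out basis = percent inhibition from optical density relative to buffer-blank wells | controls = IMP-1 with DMSO as 0%, enzyme-free DMSO as 100%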
PfM18AAP inh = PfM18AAP enzyme inhibition | hit rate 1.2% among 290,000 | recombinant PfM18AAP, H-Glu-NHMec fluorogenic cleavage | inhibition, % at 7.35 µM;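 active means inhibition above the campaign mean inhibition over all tested compounds plus 3 SD, cut at about 28% in these data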;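 further: 0% = plate median of test compound wells and 100% = 2 mM ZnCl2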
Numbers without * were called inactive; u = inconclusive; x = not tested or not shown; + = active, no number.

SMILES	SUMO HTRF inh	NALP1 yeast inh	HCV NS3 hel inh	MEKK2mut PB1 HTS	VIM-2 inh	DNA FID counter	MEKK2wt PB1 HTS	IMP-1 inh	PfM18AAP inh
CC(N=Cc1cccc(O)c1O)c1ccccc1 (stereo not drawn)	30	-8	36	-8	-4.7	-9	91	-3.1	31*
COc1ccc(C(C)N2CC34C=CC(O3)C(C(=O)OCC(C)C)C4C2=O)cc1 (stereo not drawn)	-2	14	7	-16	-5.6	-18	91	-3.7	7
CNC(=S)N/N=C(\C)c1ccc2c(c1)OCCO2	11	34	6	-4	-1.7	4	94	-0.8	14
Cc1coc2c(C)c3oc(=O)c(CCC(=O)N4C[C@H]5C[C@@H](C4)c4cccc(=O)n4C5)c(C)c3cc12	22	26	-8	2	7.7*	-53	101	-3.0	12
CC(=O)c1sc(NC(=O)c2ccccc2F)nc1C	11	x	4	7	2.6	4	102	0.0	-9
COc1ccc(C2CC3(O)NC(=O)C(C#N)(C3C)C2(C#N)C#N)cc1 (stereo not drawn)	13	14	-5	-2	-3.5	-1	99	-4.0	-5
COc1cccc(F)c1C(C[N+](=O)[O-])c1c(N)n(C)c(=O)n(C)c1=O (stereo not drawn)	21	+	-17	7	-2.7	-2	110	-3.6	25
CS(=O)(=O)N1CCN(C(=O)c2ccncc2)CC1	8	0	-2	-4	-2.8	-4	97	-3.2	-2
Cc1cc(C)n(-c2cc(Cl)ccc2[N+](=O)[O-])n1	12	0	-2	-6	0.3	1	95	-2.1	1
CCCCn1c(N)c(N(CCOC)C(=O)CCNC(=O)c2ccccc2Cl)c(=O)[nH]c1=O	4	26	1	0	0.7	-12	98	0.0	2
Cc1ccc(S(=O)(=O)N2CCN(C(=O)COC(=O)COc3ccccc3)CC2)cc1	-12	29*	10	-1	-1.0	-4	103	-2.5	-3
Cn1ccnc1CN1CCN(C(=O)c2cc(COc3ccc(F)c(F)c3)on2)CC1	2	20	-22	7	0.9	0	116	-0.8	-2
CSCc1c(C(=O)NC2CCCc3ccccc32)oc2ccccc12 (stereo not drawn)	-15	x	-1	7	-3.2	-4	107	-3.4	6
C=CC[C@@H]1C=C[C@H](O/N=C/c2ccc(C(=O)N3[C@H](c4ccc(C)cc4)[C@@H](C)CC[C@H]3C(=O)OC)cc2)[C@@H](CO)O1	-7	22	-19	-6	-1.1	-47	89	-0.7	5
Cc1nc2sccn2c(=O)c1S(=O)(=O)NCCc1ccc(Cl)cc1	14	20	9	3	-1.6	-8	104	-5.4	2
Cc1ccc(NC(=O)c2cc([N+](=O)[O-])ccc2N2CCOCC2)cc1C	13	-65	2	6	-3.4	-12	106	-2.2	9
CC(=O)OCP(C)(=O)COC(C)=O	2	-8	4	4	-0.3	-8	111	-3.9	-7
O=C(NC(=S)Nc1nc(-c2cccc3ccccc23)cs1)c1cc2ccccc2o1	6	14	14	17	-0.8	3	100	-2.2	1
CC(C)(C)c1ccc(C(=O)N2CCC(C(=O)NCc3ccncc3)CC2)cc1	-10	22	-6	6	-3.1	-20	108	-7.1	11
Cc1ccc(CN(CC(O)COc2cccc3[nH]cc(C)c23)C(C)(C)C)cc1 (stereo not drawn)	-13	2	-18	7	-0.9	0	114	0.1	-4
Cc1ccc(NC(=O)C2CC(O)CN2C(=O)OCc2ccccc2)cc1C (stereo not drawn)	9	11	-1	1	0.5	-13	101	-1.4	1
NCC(O)COc1ccc2c(c1)OCO2 (stereo not drawn)	6	-10	3	-3	-1.8	6	98	-2.8	4
O=C(NCCc1c[nH]c2ccccc12)/C(=C\c1cccnc1)NC(=O)c1cccs1	12	33	9	-2	-0.1	-1	96	-1.5	0
Cc1cccc(OC(C)C(=O)Nc2ccccc2C(=O)N2CCCCC2)c1 (stereo not drawn)	4	2	1	5	-1.4	-27	98	-3.8	-2

Some of these compounds in order of count of non-hydrogen atoms, lowest first:
SMILES	SUMO HTRF inh	NALP1 yeast inh	HCV NS3 hel inh	MEKK2mut PB1 HTS	VIM-2 inh	DNA FID counter	MEKK2wt PB1 HTS	IMP-1 inh	PfM18AAP inh
COc1cccc(F)c1C(C[N+](=O)[O-])c1c(N)n(C)c(=O)n(C)c1=O (stereo not drawn)	21	+	-17	7	-2.7	-2	110	-3.6	25
Cc1ccc(CN(CC(O)COc2cccc3[nH]cc(C)c23)C(C)(C)C)cc1 (stereo not drawn)	-13	2	-18	7	-0.9	0	114	0.1	-4
CCCCn1c(N)c(N(CCOC)C(=O)CCNC(=O)c2ccccc2Cl)c(=O)[nH]c1=O	4	26	1	0	0.7	-12	98	0.0	2

Next results:
SMILES	SUMO HTRF inh	NALP1 yeast inh	HCV NS3 hel inh	MEKK2mut PB1 HTS	VIM-2 inh	DNA FID counter	MEKK2wt PB1 HTS	IMP-1 inh	PfM18AAP inh
COc1ccc(N=C2SC(C(N)=O)CC(=O)N2CCc2ccc(OC)c(OC)c2)cc1 (stereo not drawn)	7	-4	1	2	-2.7	-25	103	-0.6	0
CC(C)(C)NC(=O)/C=C/c1ccc(C(F)(F)F)cc1	-8	22	0	-3	0.2	-4	93	-2.7	-6
O=C(O)COc1cnc2ccccc2n1	18	1	-5	-7	-4.4	1	91	-2.8	3
Cc1nc(NC(=O)c2ccccc2O)sc1C	0	-1	-5	-1	0.6	-6	107	0.7	4
O=C1CSC(c2cccnc2)N1c1ccccc1 (stereo not drawn)	5	29	15	6	-2.0	1	100	-3.7	-16
O=[N+]([O-])c1cnc2ccccn12	14	x	-7	-6	-1.3	-5	84	-2.2	0
CN1CCN(C(=S)NC(=O)c2ccc(C(C)(C)C)cc2)CC1	4	14	-5	0	-6.2	-2	100	-0.4	4
COc1ccc(CSCC(=O)N/N=C/c2ccccc2O)cc1	17	-1	35	1	-3.7	-16	99	-2.2	8
CC(C)c1ccc(NC(=O)c2ccc3snnc3c2)cc1	16	11	7	7	-1.1	-12	106	-1.4	-11
O=C(COC(=O)c1cccnc1Cl)c1ccccc1	-9	15	5	2	-1.3	-4	98	-1.8	-2
CCOC(=O)C1(CC2CC2)CCN(Cc2cn[nH]c2-c2cccc(F)c2)CC1	6	8	-3	10	-3.7	20	107	-2.8	5
CCOc1ccccc1NC(=O)c1ccc2[nH]c(C)c(C)c2c1	7	-1	12	8	-3.9	-13	105	-5.5	1
O=C(COC(=O)c1cccc(F)c1)Nc1cccnc1Cl	20	-5	-6	-2	-1.0	-3	98	-3.6	-8
COc1ccc(CCNCC(=O)Nc2ccc(C)c(S(=O)(=O)N(C)C)c2)cc1OC	19	36*	5	-4	-3.9	4	98	-2.0	-3
CCOC(=O)c1ccc(NC(=S)N2CCN(C)CC2)cc1	2	6	-11	4	-0.5	-3	108	-5.1	0
O=C(COC(=O)c1cccnc1Cl)c1ccc2c(c1)OCCO2	8	19	-9	-6	2.9	-6	93	-2.2	-13
CC(CN1CCCCC1)OC(=O)c1ccc2c(c1)OCO2 (stereo not drawn)	7	32	-4	6	-3.1	3	104	-1.0	0
Cc1ccc2nc(NCc3ccccc3)c(C=NCc3cccnc3)c(=O)n2c1	17	x	9	-5	-1.5	-11	100	-4.0	7
CC(c1ccccc1)n1cc(C(=O)NCc2ccccn2)nn1 (stereo not drawn)	-7	1	15	2	-0.6	-15	101	-0.7	26
Cc1cc(C)n(CCC(=O)N2CCN(S(=O)(=O)c3ccccc3)CC2)n1	13	11	8	3	-0.3	-11	97	-2.2	-5
CCOC(=O)C1(C)/C(=N/Nc2ccccc2OC)C(=O)C(=O)N1c1ccccc1 (stereo not drawn)	10	15	-3	-2	-0.2	3	91	-2.4	4
CCCc1ccc(Oc2cc(Cl)nc(N)n2)cc1	12	6	3	-1	-1.0	-5	94	-0.4	1
Cc1cccc2c1-c1sc(C(=O)NCCCN3CCCC(C)C3)cc1CO2 (stereo not drawn)	38	19	-29	24*	2.0	34	171*	-1.8	6
Cc1ccc(N2CC(C(=O)Nc3nc4ccc(S(C)(=O)=O)cc4s3)CC2=O)cc1 (stereo not drawn)	0	20	12	-3	0.6	-31	101	-1.3	0
Cc1cccc(-c2noc(CCC(=O)NCc3ccco3)n2)c1	4	11	-7	1	-1.8	-3	103	-0.1	-4
O=C(Nc1cccc(Cl)c1N1CCOCC1)c1cccnc1	-5	22	7	-2	-1.7	-11	98	-0.8	1
CCCc1cnc(N2CCN(S(C)(=O)=O)CC2)nc1	1	3	-7	-2	-2.4	-9	97	-0.7	9
COC(=O)c1c(NC(=O)/C=C/C(=O)O)sc(C)c1-c1ccc(C)cc1	13	6	20	-5	-1.2	-34	93	-0.9	6
CC(=O)Nc1c2c3c(cccc3n(C)c1=O)C(=O)c1ccccc1-2	41	8	2	-12	3.1	4	95	-2.2	4
COCCCNc1nc2c(c(=O)n(C)c(=O)n2C)n1Cc1cccc(OC)c1	14	-4	-1	6	-3.9	-20	99	-2.5	-6
O=C1Nc2ccc(S(=O)(=O)NCCCO)c3cccc1c23	u	14	15	3	-0.2	-3	97	-3.3	-2
OC1CCCN(Cc2cccc3ccccc23)C1 (stereo not drawn)	-17	14	-2	5	-1.5	-2	103	-3.1	7
C#CCOCCOCCOCCNc1nc(N2CCOCC2)nc(N2CCN(C(=O)[C@H]([C@@H](C)O)n3cc(CCCCN)nn3)CC2)n1	-31	3	-12	2	-3.1	-1	95	-3.8	-7
CCCCNC(=S)N1CCN(Cc2ccc3c(c2)OCO3)CC1	7	-10	-9	-6	2.4	-1	94	-3.6	-13
O=C(NN=C1CCCCCCCCCCC1)c1cccc(S(=O)(=O)N2CCOCC2)c1	21	26	0	-6	0.3	-5	93	-1.5	-6
O=C(Nc1ccc(Br)cc1Br)c1cccc2c1C(=O)N(C1CCCCC1)C2	-13	1	2	-7	-0.4	-23	90	-3.1	-3
O=C1CCN(S(=O)(=O)c2ccc(Cl)cc2)N1	20	6	-4	8	5.4	4	115	-1.9	3
CCC(Sc1nc(N)c(NC(=O)c2ccco2)c(=O)[nH]1)C(=O)O (stereo not drawn)	5	8	8	8	0.0	5	106	3.5	13
CCOc1cc(CNCCO)cc(Br)c1OCc1cccs1	-11	-1	-55	13	0.5	19	129	-0.6	1
Cc1ccc(OCc2n[nH]c(=S)n2Cc2ccccc2)cc1	-6	-3	-6	-8	-4.1	-13	96	-3.3	-1
CCOc1ccc(Br)cc1S(=O)(=O)Nc1ccc(Cl)c(S(=O)(=O)N(C)C)c1	-12	34	0	16	-1.8	-12	122	-3.8	-2
N#CC(C(=O)Nc1cccc(Cl)c1)=C1Nc2ccccc2N1	-16	25	-8	-1	-1.8	-2	98	1.3	2
Cc1cccc(COc2ccc(/C=N/NC(=O)c3nnn(-c4nonc4N)c3CN3CCCCC3)cc2)c1	-13	22	-14	8	-1.1	-9	106	-1.6	-1
Cc1cccc(NC(=O)C2CC2c2ccccc2)c1C (stereo not drawn)	11	15	-23	-1	-0.7	-9	104	-2.1	-4
CCOc1ccc2nc(NC(=O)C(CCSC)NS(=O)(=O)c3cccs3)sc2c1 (stereo not drawn)	-37	33	-10	12	-4.1	-17	108	-1.6	-1
